# Pf apPOL block: Pf-apPOL DNA polymerase inhibition | Recombinant Pf-apPOL, molecular beacon fluorescence, 1.5 h | inhibition, % at 10 µM | hit rate 0.25% among 210,000 | AID 1794808
# mHTT CaM bind: mHTT-calmodulin interaction abrogation. P42858. AlphaScreen His-mHTT/GST-CaM binding, luminescence. inhibition, % at 15 µM. hit rate 3.6% among 190,000. AID 1671202;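 also: 0% = both proteins with DMSO and 100% = one protein alone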
# Target sequence (P42858 whole entry, looked up, stated change not applied): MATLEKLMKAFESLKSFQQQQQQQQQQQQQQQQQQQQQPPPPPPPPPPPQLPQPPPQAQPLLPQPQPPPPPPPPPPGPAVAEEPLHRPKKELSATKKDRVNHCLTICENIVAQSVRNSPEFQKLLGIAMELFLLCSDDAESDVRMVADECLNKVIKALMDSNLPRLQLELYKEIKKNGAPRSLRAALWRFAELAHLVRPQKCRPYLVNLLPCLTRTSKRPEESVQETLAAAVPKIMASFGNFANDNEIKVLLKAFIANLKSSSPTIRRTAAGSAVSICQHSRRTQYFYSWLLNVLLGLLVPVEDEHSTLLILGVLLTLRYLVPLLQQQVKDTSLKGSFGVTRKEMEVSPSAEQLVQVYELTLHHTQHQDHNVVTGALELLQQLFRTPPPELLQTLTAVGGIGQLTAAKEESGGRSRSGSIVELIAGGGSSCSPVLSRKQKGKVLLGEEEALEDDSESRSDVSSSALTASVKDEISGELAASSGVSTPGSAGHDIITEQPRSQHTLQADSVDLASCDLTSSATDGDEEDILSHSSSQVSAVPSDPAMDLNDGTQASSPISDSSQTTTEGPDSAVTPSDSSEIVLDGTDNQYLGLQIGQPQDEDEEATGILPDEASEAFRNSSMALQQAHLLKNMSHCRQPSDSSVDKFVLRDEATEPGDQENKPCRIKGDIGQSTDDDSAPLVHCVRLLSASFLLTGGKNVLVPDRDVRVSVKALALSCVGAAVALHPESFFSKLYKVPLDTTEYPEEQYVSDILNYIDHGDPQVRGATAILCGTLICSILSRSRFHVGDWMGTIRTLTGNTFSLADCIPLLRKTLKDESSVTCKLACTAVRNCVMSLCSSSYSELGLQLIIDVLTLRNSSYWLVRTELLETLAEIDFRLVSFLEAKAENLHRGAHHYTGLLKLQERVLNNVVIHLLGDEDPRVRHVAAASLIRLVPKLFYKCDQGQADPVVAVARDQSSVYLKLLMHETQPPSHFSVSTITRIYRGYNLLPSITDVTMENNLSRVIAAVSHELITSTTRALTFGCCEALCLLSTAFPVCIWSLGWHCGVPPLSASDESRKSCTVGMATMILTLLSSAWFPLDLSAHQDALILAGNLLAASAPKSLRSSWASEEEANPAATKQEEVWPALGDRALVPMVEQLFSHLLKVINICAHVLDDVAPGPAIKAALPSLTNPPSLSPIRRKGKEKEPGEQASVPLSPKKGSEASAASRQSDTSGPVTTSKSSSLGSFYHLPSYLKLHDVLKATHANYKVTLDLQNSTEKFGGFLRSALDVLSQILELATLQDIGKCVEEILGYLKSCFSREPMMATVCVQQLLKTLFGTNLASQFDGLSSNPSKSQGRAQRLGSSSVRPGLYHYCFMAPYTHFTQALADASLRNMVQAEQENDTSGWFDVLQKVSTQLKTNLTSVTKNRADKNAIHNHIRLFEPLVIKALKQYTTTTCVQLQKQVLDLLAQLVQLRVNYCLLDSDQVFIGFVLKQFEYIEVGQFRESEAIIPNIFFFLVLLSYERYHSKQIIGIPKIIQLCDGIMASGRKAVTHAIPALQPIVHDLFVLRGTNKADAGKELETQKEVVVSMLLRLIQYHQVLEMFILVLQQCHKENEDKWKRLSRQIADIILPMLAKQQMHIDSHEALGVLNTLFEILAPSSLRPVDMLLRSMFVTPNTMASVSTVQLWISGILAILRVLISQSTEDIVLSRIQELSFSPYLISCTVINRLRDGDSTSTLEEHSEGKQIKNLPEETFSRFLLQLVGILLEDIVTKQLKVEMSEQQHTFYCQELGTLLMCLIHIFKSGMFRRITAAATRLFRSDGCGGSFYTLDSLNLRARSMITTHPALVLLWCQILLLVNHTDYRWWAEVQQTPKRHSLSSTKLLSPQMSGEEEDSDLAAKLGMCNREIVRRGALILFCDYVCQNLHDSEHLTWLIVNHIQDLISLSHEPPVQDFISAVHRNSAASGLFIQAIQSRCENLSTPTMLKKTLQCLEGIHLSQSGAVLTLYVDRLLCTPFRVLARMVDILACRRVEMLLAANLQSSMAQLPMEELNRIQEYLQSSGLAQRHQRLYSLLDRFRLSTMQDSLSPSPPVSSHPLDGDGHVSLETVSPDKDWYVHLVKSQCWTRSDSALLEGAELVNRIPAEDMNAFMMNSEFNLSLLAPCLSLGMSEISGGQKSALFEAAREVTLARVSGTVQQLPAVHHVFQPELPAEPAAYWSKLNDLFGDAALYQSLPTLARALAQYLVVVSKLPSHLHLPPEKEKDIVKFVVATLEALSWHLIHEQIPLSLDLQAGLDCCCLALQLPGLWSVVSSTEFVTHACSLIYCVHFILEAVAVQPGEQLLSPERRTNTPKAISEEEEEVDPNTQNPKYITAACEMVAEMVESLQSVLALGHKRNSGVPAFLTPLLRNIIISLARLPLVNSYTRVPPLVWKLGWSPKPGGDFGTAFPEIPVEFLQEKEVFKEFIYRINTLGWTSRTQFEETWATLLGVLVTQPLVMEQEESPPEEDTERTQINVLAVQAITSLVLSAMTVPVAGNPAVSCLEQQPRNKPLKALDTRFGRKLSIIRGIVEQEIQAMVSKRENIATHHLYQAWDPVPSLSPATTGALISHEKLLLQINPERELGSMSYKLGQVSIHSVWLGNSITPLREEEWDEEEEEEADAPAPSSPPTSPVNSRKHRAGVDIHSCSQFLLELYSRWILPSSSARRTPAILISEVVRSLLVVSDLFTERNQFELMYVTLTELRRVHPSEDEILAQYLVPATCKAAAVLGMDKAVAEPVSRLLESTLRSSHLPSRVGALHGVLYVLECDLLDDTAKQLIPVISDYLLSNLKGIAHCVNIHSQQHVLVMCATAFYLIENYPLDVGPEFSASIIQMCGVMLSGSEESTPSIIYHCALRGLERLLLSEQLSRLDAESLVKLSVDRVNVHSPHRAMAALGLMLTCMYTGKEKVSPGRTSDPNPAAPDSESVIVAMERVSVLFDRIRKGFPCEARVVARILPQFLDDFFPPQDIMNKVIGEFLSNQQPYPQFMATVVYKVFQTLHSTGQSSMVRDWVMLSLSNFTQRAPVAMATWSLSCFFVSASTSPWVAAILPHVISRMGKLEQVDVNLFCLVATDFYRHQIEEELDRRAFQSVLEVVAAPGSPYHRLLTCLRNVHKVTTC
# * = called active by the depositor; · = not tested or not shown; & = joins results of further samples. Rule as the data show it: active = inhibition above about 50%; inactive = the rest.
SMILES,Pf apPOL block,mHTT CaM bind
COc1ccc(C2NC(=O)c3c(sc4c3CCCC4)N2)cc1 (configuration not stated),0,15
COc1ccc(C2=C/C(=C\c3ccc(C)c([N+](=O)[O-])c3)C(=O)O2)c(OC)c1,-5,-10
O=C(Cn1ccc2ccccc21)N1CC(c2nc(-c3cccc(Cl)c3)no2)C1,-3,60*
Cc1ccc(CNC(=O)c2cnn3c(C)c(Cc4ccccc4Cl)c(C)nc23)cc1,-5,-12
O=C(c1cc2c(s1)CCC(C(=O)N1CCN(C3CCCC3)CC1)C2)N1CCCCC1 (configuration not stated),-5,9
O=C(NCc1ccc(Br)cc1)c1cn2ccccc2n1,0,-2
COc1ccc2c(c1)C(c1cc(OC)c(OC)c(OC)c1)CC(=O)O2 (configuration not stated),-7&-2,0&20
Cc1cc(C)n2nc(S(=O)(=O)NC(C)(C#N)C(C)C)nc2n1 (configuration not stated),-4,-2
Cc1ccc(-c2ncc(NC(=O)Cc3ccccc3C)cn2)cc1,3,1
O=S(=O)(c1c(F)cccc1F)N1CCC2(CC1)OCCS2,-7,-26
CC(C)(C)N=C1Nc2ncccc2NC12CCN(C(=O)Nc1ccc(F)c(Cl)c1)C2 (configuration not stated),-6,-1
Nc1ncc(C(=O)OCc2ccc(Cl)cc2)c(C(F)(F)F)n1,-2,·
O=C(Nc1ccc(Cl)cc1F)C1CCN(c2nccnc2Oc2ccccc2)CC1,0,2
O=C(Nc1ccc(NC(=O)c2ccc([N+](=O)[O-])cc2Cl)cc1)c1ccco1,-8,-2
O=C1CCC(=O)N1CN(Cc1ccccc1)CN1C(=O)CCC1=O,0,-4
S=C(Nc1ccc(Cl)cc1)O[C@H]1CCC12CCC(c1ccccc1)CC2 (some centres not stated),-5,-26
O=C(Nc1ccc2c(c1)OCO2)C(=O)Nc1ccccc1[N+](=O)[O-],3,6
Cc1c(NC(=O)c2cccc(I)c2)cccc1[N+](=O)[O-],29,7
CCOc1ccc(C(=O)Nc2c3c(nn2-c2ccc(C)cc2)CSC3)cc1,-6,25
COc1ccccc1CNC(=O)c1ccc(CN(c2ccc(C)c(C)c2)S(C)(=O)=O)cc1,7,12
Cc1ccnc(NC(=O)c2ccc(C(C)C)cc2)c1,-5,-13
Cc1nnc(NC(=O)C2CCN(c3ccc(-c4cccs4)nn3)CC2)s1,-11,-5
O=C(NCc1ccc(N2CCCCC2)nc1)c1cncc(Br)c1,-3,25
Cc1c(Br)c([N+](=O)[O-])nn1CC(=O)NC1CCc2ccccc21 (configuration not stated),-5,6
Cc1ccccc1C1OC2(C(=O)c3ccccc3C2=O)C2C(=O)N(c3ccccc3)C(=O)C12 (configuration not stated),8,3
O=C(O)CCCC(=O)Nc1ccc(NC(=O)c2ccco2)cc1,0,0
CCC(C(=O)N1CC(c2nc3ccccc3[nH]2)C1)c1ccccc1 (configuration not stated),-8,-9
O=C(Nc1ccc2nc(NC(=O)c3ccc([N+](=O)[O-])cc3)sc2c1)c1ccc([N+](=O)[O-])cc1,4,-1
O=C1N(Cc2ccccc2)CCCC12CCCN(Cc1ccccc1)C2=O,-6,2
COC(=O)c1ccc(Oc2c(C)oc3c(CN4CCCC4)c(O)ccc3c2=O)cc1,-10,-4
Cc1nccn1Cc1noc(C2CCC2)n1,-4,-10
Cc1oc(C(C)(C)C)cc1C(=O)Nc1ccc(NC(=O)C(=O)O)cc1,-7,7
C=CCn1c(CN2CCOCC2)nc2ccccc21,-7,13
Oc1ccccc1-c1csc(-c2ccccc2)n1,-2,-56
CC(C)c1ccccc1NC(=O)Cc1csc(Nc2ncccn2)n1,-3,2
Cc1ccc(Nc2c(C(=O)NCCC(C)C)cnc3c2c(C)nn3C)cc1,-4,-1
O=C(Cc1nnc(-c2ccc3ncccc3c2)o1)Nc1cc(F)cc(F)c1,1,1
OC(CNC1CCCCC1)COCC12CC3CC(CC(C3)C1)C2 (configuration not stated),-1,-2
Cc1sc2c(=O)n(CC3CC3)cnc2c1C(=O)NCc1cccc(Cl)c1,2,11
Nc1nnc(-c2ccccc2)c(-c2ccccc2)n1,-1,-8
Cc1cc(C(=O)NC2CCCCC2)nc2cc(-c3ccccn3)nn12,-3,-13
Cc1cc(C)cc(C(=O)N2CCCC2C(=O)NCCc2csc(-c3ccccc3)n2)c1 (configuration not stated),-2,17
Cc1nc2c(C(=O)NCc3ccc(F)cc3)cnn2c(C)c1Cc1ccc(Cl)cc1,-14,3
CCOC(=O)CC[C@H]1CC[C@]2(CCCN(C(=O)c3cccnc3)C2)O1,-6,-14
O=C(c1ccc(N2CCCC2)nn1)N1CCN(c2ncccn2)CC1,-3,-9
O=S(=O)(Cc1cccc(F)c1)c1c[nH]c2ccccc12,-4,3
COc1cc(NC(=O)Cc2ccc(Br)cc2)ncn1,-4,-8
O=C(NCc1ccco1)c1ccc(Oc2cc(Cl)cc(Cl)c2)o1,-19,·
COC(=O)N1CCc2ccc(Br)cc2C1C(=O)NCc1ccc2c(c1)OCO2 (configuration not stated),-4,1
O=C(c1cccs1)N1CCN(c2nnc3c(Cl)cccn23)CC1,0,28
# Following part:
SMILES,Pf apPOL block,mHTT CaM bind
Nc1ncnc(Nc2c(F)cccc2F)c1[N+](=O)[O-],-5,-4
COCCCNC(=O)C1c2cc(OC)c(OC)cc2C(=O)N(C)C1c1cccnc1 (configuration not stated),-5,-2
Cc1c(Cl)cccc1NC(=O)N1CCc2nc(-c3ccc(F)cc3)ncc2C1,-1,-6
Cc1ccccc1/C=C1\NC(=O)N(Cc2ccccc2F)C1=O,-2,1
Clc1cccc(Cl)c1CON=Cc1cccs1,7&4,·
COC(=O)[C@@H]1N[C@@H]([C@@H](NC(=O)COc2ccccc2)C(=O)Nc2ccc(OC)cc2)SC1(C)C,-6,31
COc1nc(N2CCCCCC2)nc(N2CCCCCC2)n1,·,-53
COc1cccc(CNC(=O)CN2C(=O)CCCc3ccccc32)c1,0,-2
CN(C)C(CNC(=O)C1CCN(S(C)(=O)=O)CC1)c1ccsc1 (configuration not stated),-11,-11
CCOc1ccccc1C(=O)Nc1cccn2nc(C3CC3)nc12,-2,-7
CCCC12CN(C(C)=O)CC(CCC)(CN(C(C)=O)C1)C2=O,-2,-4
CCN1c2ccccc2-n2cccc2C12CCN(C(=O)Nc1cc(C)ccc1C)CC2,-2,0
O=C(c1ccc(Cl)s1)N1CC2CC1CC2NS(=O)(=O)c1ccccc1 (configuration not stated),-4,1
COc1cc(Cl)ccc1NC(=O)c1cnn2c(C(F)(F)F)cc(-c3cccs3)nc12,-4,3
O=[N+]([O-])c1ccc(O)c(C=Nc2cc(-c3ccccc3)ccc2O)c1,-4,27
O=C(c1cccnc1)N1CCN(Cc2cccc(Br)c2)CC1,-8,3
CN(C)C1=NS(=O)(=O)c2ccccc21,-2,-2
CC1=C(C(N)=O)C(c2cccs2)NC(=O)N1 (configuration not stated),-2,-6
Cc1cccc(CC(=O)N2CCC(CCOc3cccnc3)CC2)c1,-4,2
Fc1ccccc1CN1CCc2nc(N3CCCCC3)nc(N3CCOCC3)c2C1,-4,8
CC1CCC2(CC1)OCC(C(=O)NCc1ccncc1)N2C(=O)c1ccccc1 (configuration not stated),-5,10
N#Cc1c(-c2ccc([N+](=O)[O-])cc2)cc(C2CC2)nc1N,-4,22
Fc1ccccc1-c1nc(-c2ccncc2)no1,7,-2
Nc1ccc([N+](=O)[O-])cc1C(=O)O,-4,12
COc1ccc(N2CCN(C(=O)c3ccc4c(c3)N(C)C3CCCCN3C4=O)CC2)cc1 (configuration not stated),-1,9
CC1CCN(S(=O)(=O)c2ccc(C(=O)NCc3ccc4c(c3)OCO4)cc2)CC1,1,6
CC1CCC(N2CC(=O)N(C3CCCC3)C(c3ccc(Cl)cc3)C2=O)CC1 (configuration not stated),-8,-11
O=C(NCCC1=CCCCC1)c1ccc(-n2nc(N3CCCC3)ccc2=O)cc1,6,14
Nc1c(C=C2C=CC(=O)C=C2)c(=O)nc2sc(C(F)(F)F)nn12,-6,5
CCc1ccc(N2CCN(C(=O)CC(C)C)C(C)C2=O)cc1 (configuration not stated),-13,-1
Fc1cccc(CNc2cc(-n3cccn3)ncn2)c1,-4,-8
CCOC(=O)C(CC)Sc1nc2c(c(=O)n1C)SC(C)C2 (configuration not stated),-7,-3
Fc1ccc(NC(=S)N2CCCC2)cc1,·,-7
CCN1C2=C(C(=O)CC(C)(C)C2)C(c2cc(Cl)c(O)c(OC)c2)C2=C1CC(C)(C)CC2=O,7,27
O=C(C1CCCCC1)N1CCCC2(CC(c3ccccc3)=CO2)C1 (configuration not stated),4,-5
CCNC(=O)C1CCN(c2nc3ccc(-c4cccc(F)c4)nc3s2)CC1,-3,1
COc1ccccc1N=C(NOCc1ccc(Cl)cc1Cl)c1nonc1N,-6,-18
CC(C)c1ccc(N2CCN(C(=O)c3ccccc3F)C(C)C2=O)cc1 (configuration not stated),1,16
CCOC(=O)c1c(C(C)(C)C)oc2ccc(OCc3cccc([N+](=O)[O-])c3)cc12,-4,-7
Cc1cccc(-c2nc(C3CCN(S(=O)(=O)c4ccc(F)c(C)c4)CC3)no2)c1,-6,-4
CCCc1cc(C(=O)N2CCCC2c2ccc(C)cc2)no1 (configuration not stated),-7,-8
Cc1ccccc1-n1nc2c(c1NC(=O)c1ccc(S(=O)(=O)N(C)C)cc1)CSC2,6,-2
Cn1c(CN2CCN(C(=O)C3CCN(S(C)(=O)=O)CC3)CC2)nc2ccccc21,-7,-12
COc1ccc(CN2CCC(=O)N([C@H](CO)c3ccccc3)CC2)cc1,-2,1
CC1Cc2cc(-c3cc(CNC(=O)Cn4cnc5ccccc54)no3)ccc2O1 (configuration not stated),-9,27
CC(C)(C)c1ccc(C(=O)Nc2c3c(nn2-c2ccc(Cl)cc2)CS(=O)(=O)C3)cc1,-2,15
CCN1c2cc(C(=O)NCc3cccc(Br)c3)ccc2C(=O)N2CCCCC21 (configuration not stated),0,-40
COc1ccc(C=C2Oc3cc(OCC(C)=O)ccc3C2=O)cc1OC,-3,19
CC(C(=O)N1CCN(c2ccc(F)cc2)CC1)N1C(=O)c2ccccc2C1=O (configuration not stated),-2,9
O=C(c1ccc(S(=O)(=O)N2CCOCC2)cc1)N1CCN(c2cccc(Cl)c2)CC1,-4,-6
# Further entries:
SMILES,Pf apPOL block,mHTT CaM bind
CCOC(=O)c1c(NS(=O)(=O)c2ccc(C)cc2)sc(C)c1-c1ccccc1,-9,·
COc1ccc2c(c1)N1CCN(Cc3ccc(F)cc3)CC1C(C(=O)NC1CC1)C2 (configuration not stated),-4,93*
COc1ccc(-c2cc(C(=O)N3CCCCC3C)c3ccccc3n2)cc1OC (configuration not stated),-8,22
CC(=O)N=c1sccn1CC(=O)c1ccc(Br)cc1,19,1
CCCOc1ccc(C(=O)Nc2nnc(CC)s2)cc1,3,0
CCCC(=O)N1CCC2(CC1)NC(=O)c1c(F)cccc1N2,0,-2
CCOc1ccc(-c2[nH]nc3c2C(c2ccncc2)C(C#N)=C(N)O3)cc1OC (configuration not stated),0,-4
Cc1ncc(CO)c2cc(C(N)=O)c(=NCCc3ccc(Cl)cc3)oc12,-2,7
Cc1ccc(-c2nnc(N3CCC(C(=O)NCc4ccc(Cl)cc4)CC3)o2)cc1,-8,23
CCCCCCn1cc(CN(C)C2CN(Cc3cn(CCCCCC)nn3)S(=O)(=O)C2)nn1 (configuration not stated),2,26
Cc1ccc(NC(=O)C2CCCN(c3nccnc3Oc3ccccc3C)C2)cc1C (configuration not stated),1,-4
N#C/C(=C\Nc1cccc([N+](=O)[O-])c1)c1nc(-c2ccccc2)cs1,-6,2
CNC(=O)N1CCc2c(c(-c3nc(C4CC4)no3)nn2C)C1,-1,-2

# Some of these compounds in order of length of the SMILES, lowest first.
SMILES,Pf apPOL block,mHTT CaM bind
CCCOc1ccc(C(=O)Nc2nnc(CC)s2)cc1,3,0
CC(=O)N=c1sccn1CC(=O)c1ccc(Br)cc1,19,1
CCCC(=O)N1CCC2(CC1)NC(=O)c1c(F)cccc1N2,0,-2
CNC(=O)N1CCc2c(c(-c3nc(C4CC4)no3)nn2C)C1,-1,-2
COc1ccc(C=C2Oc3cc(OCC(C)=O)ccc3C2=O)cc1OC,-3,19
Cc1ncc(CO)c2cc(C(N)=O)c(=NCCc3ccc(Cl)cc3)oc12,-2,7
Cc1ccc(NC(=O)C2CCCN(c3nccnc3Oc3ccccc3C)C2)cc1C (configuration not stated),1,-4
CC1Cc2cc(-c3cc(CNC(=O)Cn4cnc5ccccc54)no3)ccc2O1 (configuration not stated),-9,27
CC(C(=O)N1CCN(c2ccc(F)cc2)CC1)N1C(=O)c2ccccc2C1=O (configuration not stated),-2,9
Cc1ccc(-c2nnc(N3CCC(C(=O)NCc4ccc(Cl)cc4)CC3)o2)cc1,-8,23
COc1ccc2c(c1)N1CCN(Cc3ccc(F)cc3)CC1C(C(=O)NC1CC1)C2 (configuration not stated),-4,93*
Cn1c(CN2CCN(C(=O)C3CCN(S(C)(=O)=O)CC3)CC2)nc2ccccc21,-7,-12
CCCCCCn1cc(CN(C)C2CN(Cc3cn(CCCCCC)nn3)S(=O)(=O)C2)nn1 (configuration not stated),2,26
Cc1ccccc1-n1nc2c(c1NC(=O)c1ccc(S(=O)(=O)N(C)C)cc1)CSC2,6,-2
CC(C)(C)c1ccc(C(=O)Nc2c3c(nn2-c2ccc(Cl)cc2)CS(=O)(=O)C3)cc1,-2,15

# Bioassay records: PubChem BioAssay, University of Kansas High Throughput Screening Laboratory
